# Screens deposited in PubChem BioAssay by National Center for Advancing Translational Sciences (NCATS).
# Giardia kill: Small Molecules that selectively kill Giardia lamblia: qHTS | Giardia lamblia trophozoite viability | activity change, % at 7.66 µM, hits read low | 340,000 tested, 0.15% active | AID 540267, 2011; in the data active means activity change below about -80%; inconclusive means between about -30% and that limit;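 further: parasites exposed to compound for two days anaerobically before the ATP read; on the % scale 0 is the no-effect control and ±100 the full control effect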
#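 Luminescent ATP signal served as the viability read-out, measured 15-30 min after adding ATP detection reagent to trophozoites that had been incubated with compounds for 48 hrs at 37 deg C anaerobically at 100 cells/well.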
# KCNH2 WT inh: qHTS for Inhibitors of KCHN2 3.1: Wildtype qHTS; Voltage-gated inwardly rectifying potassium channel KCNH2 (Homo sapiens), Q12809; U2OS, BacMam KCNH2, thallium flux FluxOr; hits give low values; 340,000 tested, 0.37% active; activity change, % at 1.84 µM;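 active means maximum activity change below -70%; inconclusive means maximum activity change between -70% and -50%; inactive means maximum activity change above -50%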; further: on the % scale 0 is the no-effect control and ±100 the full control effect
#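 U2OS cells transduced with wild-type KCNH2 virus are loaded with FluxOr dye for 45 min, and thallium flux is measured in kinetic reads before and after stimulation buffer. Rate constants are normalized to DMSO controls.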
# FBPA coupling cs: qHTS Assay for Inhibitors of Fructose-1,6-bisphosphate Aldolase from Giardia Lamblia: Coupling assay counterscreen; coupling enzyme system counterscreen, AmpLite Red fluorescence; activity change, negative = inhibition, % at 58.2 µM, hits read low; 290,000 tested, 0.67% active; AID 2472, 2010; in the data active means activity change below about -30%; further: on the % scale 0 is the no-effect control and ±100 the full control effect
#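 Compounds tested against the coupling enzymes alone at 57.5 uM final; readout was AmpLite Red fluorescence (525/598 nm) after 20 min at RT.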
# Chronic BCR inh: qHTS Assay to Find Inhibitors of Chronic Active B-Cell Receptor Signaling; ABC-DLBCL IkBa-CBG/CBR reporter, luminescence ratio, 4 h; Potency, µM (doses to about 46.1 µM), without a hit: at the highest dose ratio change, negative = lower green/red ratio, usual class: inhibitors; 340,000 tested, 0.05% active; active means well fitted inhibition curve with a large enough effect in the signal ratio, with a control signal flat, not every such curve was filed as active; inconclusive means small, poorly fitted or top-dose-only effect, or effect the other way, or a change in a side signal; the % refers to the signal ratio;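 further: potency means the concentration at half of the fitted maximal effect; plate controls were basal doxycycline-induced cells for no effect and cells given 10 µM MG132 for full effect; MG132 reads +100%, hits lower the ratio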
#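 Cell line TMD8 (human ABC DLBCL), stably expressing tet-inducible CBG68-IkBa fusion and CBR; IMDM/0.5% FBS; cpd up to 46 uM; dox induction, 4 h, 37C/5% CO2; dual luminescence; green/red ratio; MG132 control.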
# CXXC DNA block: qHTS Fluorescence Polarization Assay for Inhibitors of MLL CXXC domain - DNA interaction | Histone-lysine N-methyltransferase 2A (Homo sapiens), Q03164 | MLL-CXXC / FITC-HOXA9 DNA fluorescence polarization | Potency, µM (titrated, usually from 115 µM), for the others: at the top dose activity change, negative = inhibition, actives largely listed as inhibitors | 290,000 tested, 0.037% active; active means well fitted inhibition curve with a large enough effect in the polarisation, with a control signal flat, not every such curve was filed as active; inconclusive means small, poorly fitted or top-dose-only effect, or effect the other way, or a change in a side signal; inactive means no such curve, though single readings can be large or run the other way; the % refers to the polarisation; further: potency means the concentration at half of the fitted maximal effect
#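 Fluorescence polarization: 7 uM MLL-CXXC (stock) preincubated 5 min with compounds, then 50 nM fluorescein-HOX-A9 DNA (stock) added; 30 min ambient. Buffer 50 mM Tris-HCl pH 7.5, 50 mM NaCl, 1 mM DTT, 0.05% BSA.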
# GALK inh: qHTS Assay for Inhibitors of Human Galactokinase (GALK); P51570; 270,000 tested, 0.007% active; Potency, µM (titrated, usually from 57.5 µM), without a hit: at the top dose activity change, negative = inhibition, most hits filed as inhibitors; Purified GALK, Kinase-Glo residual ATP luminescence; further: potency means the concentration at half of the fitted maximal effect; on the % scale 0 is the no-effect control and ±100 the full control effect
#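 Human GALK (5 nM) with 35 uM ATP and 100 uM galactose in 20 mM HEPES pH 8.0, 5 mM MgCl2, 60 mM NaCl, 1 mM DTT, 0.01% BSA. After 1 h at room temperature, leftover ATP was read by Kinase-Glo Plus luminescence.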
# TSHR antagonist: Antagonists of the Thyroid Stimulating Hormone Receptor: HTS campaign; TSHR-expressing cells, TSH-stimulated cAMP HTRF, 2 h; hits give low values; 330,000 tested, 0.2% active; activity change, negative = inhibition, % at 11.5 µM;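 active means activity change below a set negative limit, meaning inhibition stronger than a set level, cut at about -70% in these data; inconclusive means activity change between two set negative limits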; further: on the % scale 0 is the no-effect control and ±100 the full control effect
# Target sequence (P16473 whole entry, looked up): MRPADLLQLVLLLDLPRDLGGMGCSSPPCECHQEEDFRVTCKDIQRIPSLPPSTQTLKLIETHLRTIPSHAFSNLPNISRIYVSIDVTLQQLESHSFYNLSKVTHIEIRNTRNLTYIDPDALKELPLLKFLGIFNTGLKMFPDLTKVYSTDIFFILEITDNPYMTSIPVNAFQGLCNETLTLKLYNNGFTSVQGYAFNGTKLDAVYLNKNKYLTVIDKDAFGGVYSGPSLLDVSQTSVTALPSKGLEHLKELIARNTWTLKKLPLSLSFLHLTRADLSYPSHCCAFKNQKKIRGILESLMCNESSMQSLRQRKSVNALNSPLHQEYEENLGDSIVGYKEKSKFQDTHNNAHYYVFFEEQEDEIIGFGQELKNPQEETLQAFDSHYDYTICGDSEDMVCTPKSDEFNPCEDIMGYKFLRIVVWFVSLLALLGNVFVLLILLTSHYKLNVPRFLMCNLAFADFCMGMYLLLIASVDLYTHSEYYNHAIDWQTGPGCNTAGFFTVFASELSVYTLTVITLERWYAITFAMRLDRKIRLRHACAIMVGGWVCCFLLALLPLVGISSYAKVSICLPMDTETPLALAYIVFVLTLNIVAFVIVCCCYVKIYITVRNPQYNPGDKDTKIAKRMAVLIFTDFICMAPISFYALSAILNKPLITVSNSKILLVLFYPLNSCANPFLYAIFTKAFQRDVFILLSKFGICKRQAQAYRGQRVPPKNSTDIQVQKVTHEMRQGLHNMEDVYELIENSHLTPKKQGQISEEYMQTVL
#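 Antagonism was scored as loss of TSH-driven cAMP in TSHR cells, stimulated with 4nM TSH (EC80) for 2 hours at 37 deg C and detected by homogeneous HTRF competition immunoassay.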
# TCR act: Activators of T cell receptors: qHTS campaign; primary human leukocytes, anti-CD3, IL-2 HTRF, 48 h; Potency, µM (highest dose often 9.22 µM), inactives show top-dose activation of IL-2 secretion, hits mostly activators; 330,000 tested, under 10 active; AID 504894, 2011; further: % of control where 0% means no effect
#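 IL-2 produced over 48 hr by a-CD3 bead-stimulated primary human leukocytes exposed to compounds was detected with a homogeneous time-resolved FRET immunoassay, 665nm acceptor signal after 320nm excitation.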
# A-T KAP1 phos: qHTS Assay for Identifying a Potential Treatment of Ataxia-Telangiectasia; Potency, µM (highest dose often 57.5 µM), without a hit: at the highest dose activation, actives largely listed as activators; […] A-T fibroblasts, KAP-1 phosphorylation AlphaLISA; neocarzinostatin DNA damage 30 min before lysis; 320,000 tested, 0.19% active; further: potency means the concentration at half of the fitted maximal effect; % of control where 0% means no effect; nearly all actives have a fitted effect of over 45% in size
#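 hTERT-immortalized A-T patient fibroblasts ([…]), 500 cells/well in OPTI-MEM, 1% FBS, got compounds for 60 min, then NCS for 30 min at 37C. Lysates were then assayed for phospho-KAP-1 by AlphaLISA (anti-pKAP1 donor, anti-KAP1 acceptor beads), 6 hr at 25C.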
# Tb PFK inh: qHTS Assay to Find Inhibitors of T. brucei phosphofructokinase; T. brucei PFK, ADP-Glo luminescence; ATP-dependent 6-phosphofructokinase (Trypanosoma brucei brucei), O15648; Potency, µM (titrated, usually from 57.5 µM), for the others: top-dose activity, negative = inhibition, usual class: inhibitors; AID 485367, 2010; 330,000 tested, 0.17% active;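 further: potency means the concentration at half of the fitted maximal effect; 0% = uninhibited 1x PFK enzyme wells and -100% = no-enzyme wells; nearly all actives have a fitted effect of over 60% in size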
#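 PFK 1.25 nM, F6P 0.5 mM, ATP 0.1 mM, 0.1 M TEA pH 8.0, 5 mM MgCl2, 0.01% Tween20, 0.1% BSA; 45 min RT. ADP-Glo readout. qHTS titration up to 57 uM; curves fitted, compounds curve-classed.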
# The depositor's hits bear a star; ? = inconclusive; / = not tested or not shown; [ ] = remark or other dose. Unless noted, the call rests on the fitted dose curve; in most records, active means well fitted curve in the direction sought with a large enough effect; inconclusive means small, poorly fitted or top-dose-only effect, or another doubt; inactive means no such curve, though single readings can be large; an effect the other way counts as inactive or inconclusive. Rows are unselected, and some 1.6% of all compounds hit somewhere here.
# Every second line gives: Giardia kill	KCNH2 WT inh	FBPA coupling cs	Chronic BCR inh	CXXC DNA block	GALK inh	TSHR antagonist	TCR act	A-T KAP1 phos	Tb PFK inh
> Cc1cccc(C2=NN(c3ccccc3)[C@@H](C(=O)N3CCOC3=O)[C@@H]2c2ccc(Cl)cc2)c1
    23	0	-2	?	/	/	17	0%[46.1 µM]	18%	3%
> O=C(NC(=S)Nc1cc([N+](=O)[O-])ccc1Cl)c1ccccc1
    10	-168*	-4	?	0%	0%	-12	0%	3%	-2%
> CC1(c2ccccc2Br)NC(=O)N(CC(=O)N2CCc3ccccc3C2)C1=O (stereo not drawn)
    -22	2	/	3%	/	/	-4	8%	1%	-2%
> CCCc1nnc(SCC(=O)Nc2ccc3c(c2)OCCO3)n1CCOC
    -5	9	-1	?	7%	4%	25	3%	3%	0%
> O=C(NNC(=O)C1CC(c2cccnc2)=NO1)Nc1ccccc1F (stereo not drawn)
    -19	/	1	5%	-2%	0%	-3	-8%	2%	0%
> Cc1ccc(C(=O)Nc2nc(N)n(-c3ccccc3)n2)cc1
    -10	1	3	-11%	6%	0%	-6	0%	2%	0%
> CN(C)NC(=S)Nc1cccc(Cl)c1
    ?	1	0	5%	-1%	-4%	-6	6%	6%	2%
> Cc1c(C(=O)Nc2ccncc2)oc2c1C(=O)CC(C)(C)C2
    14	3	2	0%	1%	-1%	-15	-7%	7%	5%
> Cc1ccc(COc2cccc(/C=N/NC(=O)c3nnn(-c4nonc4N)c3C)c2)cc1
    -1	7	0	-1%	16%	2%	-1	-2%	7%	0%
> CCc1ccc(C2(C)SC(NC(C)=O)=NN2C(C)=O)cc1 (stereo not drawn)
    -3	/	2	-2%	-7%	2%	6	-1%	9%	3%
> CC(=O)c1nn(-c2cccc(Br)c2)cc1C(=O)c1ccco1
    3	2	0	0%	6%	-2%	11	2%[46.1 µM]	-4%	3%
> Cc1nnc(SCC(=O)NCC2COc3ccccc3O2)s1 (stereo not drawn)
    -1	11	/	-1%	/	/	2	-1%	0%	-6%
> CCc1ccc(NC(=O)Nc2ccc3c(c2)CCC3)cc1
    0	3	/	-1%	-2%	-7%	-2	3%	18%	3%
> C=CCOC(=O)C(=O)/C=C/c1c(C)n(C)n(-c2ccccc2)c1=O
    -18	0	1	-1%	-10%	0%	4	-2%	19%	0%
> CCN(C(=O)CSc1nnc(NCc2ccccc2)s1)C1CCS(=O)(=O)C1 (stereo not drawn)
    6	/	4	-19%	7%	0%	3	-6%	-3%	2%
> S=c1[nH]nc(COc2ccccc2)n1/N=C/c1ccc(Br)cc1
    7	-5	-3	-2%	-1%	0%	4	-1%	-5%	1%
> O=C(CN1C(=O)NC2(CCCC2)C1=O)OCc1cccc(Br)c1
    29	23	/	9%	/	/	0	-5%	6%	-7%
> CN(C)c1ccc(CNCCC2(O)CCOC(C)(C)C2)cc1 (stereo not drawn)
    -6	-2	-21	-2%	2%	-1%	-1	-3%	-11%	-5%
> CCCCNS(=O)(=O)c1cccc(S(=O)(=O)N2CCCC2)c1
    -12	-13	1	-2%	10%	2%	-15	2%	4%	3%
> O=c1sc(/C=N/Nc2ccccc2)c(Cl)n1Cc1ccccc1
    1	-1	-4	6%	11%	2%	-13	-4%[46.1 µM]	8%	-22%
> O=C(C1=C(O)C(=O)N(Cc2ccco2)C1c1cccnc1)c1cc2ccccc2o1 (stereo not drawn)
    5	9	4	-1%	-1%	0%	23	-7%	-11%	13%
> CC(=O)N1CCc2cc(S(=O)(=O)CCC(=O)N3CCN(c4ccccc4)CC3)ccc21
    11	-1	/	-4%	8%	2%	-10	4%	-4%	0%
> CCOc1ccc2nc(NC(=S)N(C)C)sc2c1
    9	-7	1	?	-20%	2%	-6	6%	2%	-5%
> O=C(COC(=O)c1ccccn1)NC(=O)c1ccccc1
    -5	-2	/	1%	/	/	6	5%	1%	-2%
> COc1ccc(NC(=O)c2cc(S(=O)(=O)N3CCCCC3)c[nH]2)cc1
    3	-10	0	?	16%	/	7	4%	8%	-3%
> COc1ccc(CN(C)C(C)C(=O)N(C)CC(=O)Nc2ccc(C)cc2)cc1F (stereo not drawn)
    6	3	/	-6%	/	/	31	43%	2%	6%
> O=[N+]([O-])c1ccccc1OCCNCc1ccccc1
    2	6	-1	1%	-8%	4%	-1	-5%	-4%	-5%
> COC(=O)c1cccc(N2C(=O)c3cccnc3C2=O)c1
    9	-5	-1	8%	-8%	3%	10	1%	-34%	-5%
> CCOC(=O)CSc1nc(N(C)C)nc(N(C)C#N)n1
    9	3	2	-10%	-5%	-2%	-3	3%[46.1 µM]	-2%	0%
> O=C(CCN1C(=O)S/C(=C\c2ccc(Cl)cc2)C1=O)Nc1ccc(C(=O)O)cc1
    -3	4	/	?	29%	2%	-28	-4%	-11%	0%
> O=C(Nc1ccc2c(c1)CCC2)c1ccc(Br)o1
    -8	-12	-10	-4%	1%	-5%	-4	-1%	2%	0%
> COc1cc(/C=C(/C#N)c2ccc(F)cc2)ccc1Oc1ccc([N+](=O)[O-])cn1
    5	7	0	8%	?	0%	-17	5%[46.1 µM]	-5%	9%
> Cc1cccc(CS(=O)(=O)Cc2ccc(C(=O)NCc3cccnc3)o2)c1
    -21	-1	1	?	-7%	0%	5	1%	2%	-3%
> CCN(CC)S(=O)(=O)c1cccc(NC(=O)c2ccc(SC)cc2OC)c1
    -10	-4	-2	-5%	-8%	0%	-13	-16%	1%	1%
> O=C(CCNS(=O)(=O)c1ccccc1C(F)(F)F)N1CCCCCCC1
    -4	-1	/	1%	/	/	4	1%	9%	0%
> Cc1nnc(SCCn2c(N3CCC(Cc4ccccc4)CC3)nc3c2c(=O)[nH]c(=O)n3C)s1
    -2	5	1	-5%	-6%	3%	-1	9%	8%	-3%
> O=C(CC(=O)c1ccccc1)Nc1ccc2c(c1)OCCO2
    -9	0	0	?	1%	5%	-3	9%	-13%	-4%
> Cc1ccc(C(=O)N2CCN(S(=O)(=O)c3sc(C(=O)O)c(C)c3C(=O)O)CC2)s1
    5	-3	/	3%	/	/	-22	-3%	6%	-6%
> COc1cccc(OC)c1C(=O)N1CC(C)OC(C)C1 (stereo not drawn)
    -18	1	1	-3%	7%	0%	1	0%	-10%	-2%
> Nc1cccc2nsnc12
    -15	-6	-23	-1%	5%	4%	-2	1%	-11%	-4%
> COC(=O)c1ccc(NC(=O)C2CC2)o1
    28	4	4	9%	-15%	3%	9	3%	-11%	-8%
> CCOc1ccc(N2C(=O)c3cccnc3C2Nc2ccc(C)c(C)c2)cc1 (stereo not drawn)
    -17	-2	1	0%	-10%	0%	-5	/	-1%	1%
> Clc1ccc(Cc2nc(-c3cccnc3)no2)cc1
    4	16	2	?	1%	-2%	-3	3%	2%	-14%
> CNC(=O)C(=O)NCCCN1CCOCC1
    10	-5	6	-1%	-1%	7%	2	-1%	2%	-2%
> CCCCN(C(=O)c1ccc(C)c(S(=O)(=O)N2CCOCC2)c1)c1c(N)n(CCCC)c(=O)[nH]c1=O
    -6	-1	/	1%	/	/	18	-6%	-4%	7%
> CCCCc1nc2sc3c(SCC(=O)NCc4ccco4)ncnc3c2c2c1CCC2
    0	-2	2	4%	5%	1%	68	-1%	13%	-10%
> COc1ccc(N(CC(=O)NC2CCCCC2)C(=O)c2snc(C(N)=O)c2N)cc1
    -28	-1	1	-1%	6%	-2%	-10	9%	3%	1%
> COC(=O)CN1C(C)=Nc2ccc(Br)cc2C1c1ccccc1 (stereo not drawn)
    -14	32	0	1%	-1%	0%	2	-8%	-7%	0%
> CC1CCCCC1NC(=O)CSc1nc2ccccc2c(=O)n1Cc1ccco1 (stereo not drawn)
    1	1	0	4%	2%	21%	1	4%	2%	-4%
> COC(=O)c1ccc(C(=O)OC)c(NC(=S)N2CCC(N3CCCCC3)CC2)c1
    -12	-2	1	-6%	-5%	-2%	0	9%	1%	-3%
> C=CCn1c(SCc2c(C)noc2C)nc2cc(C(=O)O)ccc2c1=O
    -6	-8	7	-14%	-1%	6%	-4	-3%	7%	-3%
> COc1ccc(C(=O)CCN2CCCC(C)C2)cc1 (stereo not drawn)
    -10	-5	-1	1%	97%[activator]	1%	-6	3%	-2%	-10%
